USP1-UAF1 inh – blocks the human USP1/UAF1 deubiquitinase complex; O94782; recombinant USP1/UAF1, Ub-Rhodamine cleavage fluorescence; Potency, µM (highest dose often 57.1 µM), for inactives: at the top dose activity change, negative = inhibition, most hits filed as inhibitors; 0.23% of 390,000 active; also: potency is read from the fitted curve at half-maximal effect; % is scaled to controls: 0 for no effect and ±100 for the full control effect; nearly all actives have a fitted effect of over 60% in size; inactives centre near -12
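High-throughput fluorogenic screen: 1nM USP1/UAF1 complex, Ub-Rho substrate 150nM final, 50mM HEPES pH 7.8 with 0.5mM EDTA, 0.1 mg/ml BSA, 1mM TCEP and 0.01% Tween-20.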
LDHA inh – blocks human lactate dehydrogenase A; P00338; purified LDHA, NADH/diaphorase-resazurin fluorescence; stronger effect = lower value; 0.15% of 480,000 active; activity change, % (values are at about 110 or 230 µM); in the data active = activity change below about -30%; inconclusive = mostly about -25% to -30%;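 also: plate controls were DMSO wells for no effect and wells without enzyme for full effect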
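Human LDH5 at 2 nM final in Tris HCl pH 7.4 with 0.06 mM NADH and 0.2 mM pyruvate, reacted 5 minutes at room temperature. Remaining NADH coupled via diaphorase/resazurin; resorufin fluorescence read at 0 and 20 minutes, normalized to enzyme-free and DMSO wells.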
TrxR1 substrate – is turned over as a substrate by rat TrxR1; purified TrxR1 substrate turnover, NADPH consumption readout; Potency, µM (titrated, usually from 114 µM), for the others: at the highest dose activity change, negative = substrate turnover; 0.01% of 390,000 active; AID 588456; also: potency is read from the fitted curve at half-maximal effect; % is scaled to controls: 0 for no effect and ±100 for the full control effect; nearly all actives have a fitted effect of over 50% in size
Target sequence (O89049 whole entry, looked up): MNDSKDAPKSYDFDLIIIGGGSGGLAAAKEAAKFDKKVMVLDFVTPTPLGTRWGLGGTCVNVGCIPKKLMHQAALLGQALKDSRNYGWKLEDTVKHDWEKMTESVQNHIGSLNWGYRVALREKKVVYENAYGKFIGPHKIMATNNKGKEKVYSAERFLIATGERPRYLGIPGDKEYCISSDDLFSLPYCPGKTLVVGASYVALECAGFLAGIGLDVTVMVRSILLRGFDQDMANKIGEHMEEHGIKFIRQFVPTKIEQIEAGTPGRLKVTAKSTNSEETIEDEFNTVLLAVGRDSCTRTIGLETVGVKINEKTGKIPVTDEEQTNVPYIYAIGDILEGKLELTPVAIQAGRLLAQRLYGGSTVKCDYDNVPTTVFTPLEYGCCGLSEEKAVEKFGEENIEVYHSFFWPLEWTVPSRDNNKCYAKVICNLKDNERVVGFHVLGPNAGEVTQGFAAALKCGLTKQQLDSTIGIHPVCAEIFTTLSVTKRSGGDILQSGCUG
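Rat TrxR1, dispensed at 90 nM, was prereduced with 400 uM NADPH (final) for 5 min at ~22 deg C, then incubated with compound 15 min before 400 uM selenite. A first-read NADPH fluorescence drop versus no-compound background flagged substrates.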
PI4K2A inh – PI4K2A (human) kinase inhibition | purified PI4K2A, ADP-Glo luminescence, 1 h; stronger effect = lower value | activity change, negative = inhibition, % at 76.9 µM | 0.13% of 420,000 active | AID 1346378; in the data active = activity change below about -50%; inconclusive = mostly about -30% to -49%;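 also: -100% = wells without enzyme as full effect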
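Compounds are screened against recombinant PI4K2A using PI as substrate and ATP, the latter dispensed at 300 microM. Reactions run one hour at ambient temperature before ADP-Glo detection; full inhibition defined by wells lacking enzyme.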
GRP78 ERSR act – inducers of ER stress response in human glioma cells; U87-MG GRP78 promoter luciferase reporter, 16 h; Potency, µM, inactives show at the top dose activation, actives largely listed as activators; 0.02% of 420,000 active; AID 602332; also: potency is read from the fitted curve at half-maximal effect; series mostly up to about 76 µM; % of control where 0% means no effect; nearly all actives have a fitted effect of over 35% in size
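ERSR induction read as luciferase luminescence (Bright-Glo, 10 min at room temperature) in stably transfected human U87-MG glioma cells exposed to compounds for 16 h, using GRP78 as sensor.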
Vif-A3G inh – inhibitors of Vif-APOBEC3G interaction; HeLa A3G-eYFP + Vif (tagged APOBEC3G with the HIV-1 protein that degrades it), YFP fluorescence, overnight; Potency, µM (doses to about 46.1 µM), for the others: top-dose activity, negative = active, hits mostly inhibitors; 0.076% of 410,000 active; AID 602310;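 also: potency is read from the fitted curve at half-maximal effect; % is scaled to controls: 0 for no effect and ±100 for the full control effect; nearly all actives have a fitted effect of over 60% in size; hits raise eYFP signal because A3G escapes Vif-driven loss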
Target sequence (Q9HC16 whole entry, looked up): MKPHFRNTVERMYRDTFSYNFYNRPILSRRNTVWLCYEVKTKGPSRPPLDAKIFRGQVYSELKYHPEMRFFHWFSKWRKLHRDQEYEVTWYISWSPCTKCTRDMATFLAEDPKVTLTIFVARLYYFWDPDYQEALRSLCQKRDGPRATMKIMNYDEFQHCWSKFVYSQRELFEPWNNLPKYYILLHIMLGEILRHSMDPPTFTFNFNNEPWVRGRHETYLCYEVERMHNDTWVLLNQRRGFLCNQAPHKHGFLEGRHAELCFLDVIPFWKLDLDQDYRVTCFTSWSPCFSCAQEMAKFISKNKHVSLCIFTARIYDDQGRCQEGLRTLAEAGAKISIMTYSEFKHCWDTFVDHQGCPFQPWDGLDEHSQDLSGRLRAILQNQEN
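Read-out is eYFP fluorescence (Ex 488/Em 500-530) from Vif-expressing HeLa A3G-eYFP cells; more signal means A3G escaped Vif-mediated degradation. Cells plated overnight, compound pinned in, incubated overnight at 37 deg C.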
RXFP1 ag – agonists of human relaxin receptor RXFP1; Q9HBX9; Potency, µM (titrated, usually from 57.5 µM), inactives show top-dose activation, usual class: activators; HEK293T-RXFP1 cAMP TR-FRET, 30 min; response scale: percent of porcine relaxin response, buffer zero; AID 2676; 0.3% of 370,000 active; also: potency is read from the fitted curve at half-maximal effect; % is scaled to controls: 0 for no effect and ±100 for the full control effect; nearly all actives have a fitted effect of over 60% in size; many of its hits are not listed in these tables
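HEK293 cells stably expressing RXFP1, treated 30 min at 37C with compounds plus PDE4 inhibitor Ro 20174; cAMP measured by HTRF TR-FRET. Normalized to buffer and 29 nM porcine relaxin; EC50 by Hill fit.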
Vif-A3F inh – blocks the Vif interaction with APOBEC3F; AID 602313; Potency, µM (series often up to 46.1 µM), inactives show top-dose activity, negative = active; HeLa A3F-eYFP + Vif (tagged APOBEC3F with the HIV-1 protein that degrades it), YFP fluorescence increase; 0.2% of 390,000 active; also: potency is read from the fitted curve at half-maximal effect; % of control where 0% means no effect; nearly all actives have a fitted effect of over 65% in size
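HeLa cells stably expressing Vif plus C-terminally eYFP-tagged A3F were seeded, incubated overnight at 37 deg C, dosed with compound, incubated overnight again at 37 deg C. Yellow fluorescence (Ex 488/Em 500-530) reported blocked Vif-mediated A3F-eYFP degradation.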
IDH1 R132H inh – human IDH1 R132H inhibition | IDH1-R132H enzyme, NADPH consumption, diaphorase/resazurin fluorescence | Potency, µM (top dose mostly 76.6 µM), for inactives: top-dose activity change, negative = inhibition, hits mostly inhibitors | 0.093% of 390,000 active | AID 602179; also: potency is read from the fitted curve at half-maximal effect; % is scaled to controls: 0 for no effect and ±100 for the full control effect; nearly all actives have a fitted effect of over 65% in size
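IDH1-R132H (0.5 ug/mL) preincubated 30 min with compound, then NADPH (0.016 mM) and alpha-KG (2 mM) added; 80 min at RT, pH 7.5. Remaining NADPH coupled via diaphorase/resazurin to fluorescence (540/590 nm); concentration-response curves normalized to no-enzyme control.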
* = called active by the depositor; ? = inconclusive; nt = not tested or not shown; [ ] = remark or other dose. Unless noted, calls follow the shape of the dose curve; as a rule, active = well fitted curve in the direction sought with a large enough effect; inconclusive = small, poorly fitted or top-dose-only effect, or another doubt; inactive = no such curve, though single readings can be large; an effect the other way counts as inactive or inconclusive.

Molecule,USP1-UAF1 inh,LDHA inh,TrxR1 substrate,PI4K2A inh,GRP78 ERSR act,Vif-A3G inh,RXFP1 ag,Vif-A3F inh,IDH1 R132H inh
CCOc1ccc(C(=O)NC(=S)Nc2cccc(S(=O)(=O)NC3=NCCC3)c2)cc1,-19%,-9,-4%[57.1 µM],2,0%,9%,-0.4%,-19%,-12%
Cc1ccc(C(=O)NCCSc2snnc2C)cc1,-9%,-8,12%[57.1 µM],8,3%,-1%,-2.3%,3%,3%
Cc1cccc(CCNC(=O)Cn2ncc3c([nH]c4ccc(C)cc43)c2=O)c1,-1%,-9,0%,2,-5%,2%,11%,1%,7%
Cc1ccccc1N1CCN(Cc2ccc(Br)o2)CC1,-20%,-13,2%,1,0%,0%,0.9%,0%,5%
O=S(=O)(c1ccc(Cl)cc1)N1CCN(c2nc(-c3ccc(Cl)cc3)nc3ccccc23)CC1,nt,4,-1%,nt,-3%,1%,nt,nt,nt
COc1ccc(NC(=O)C2C3C=CC(C3)C2C(=O)NCc2ccccn2)c(OC)c1 (centres undefined),-16%,9,0%,-1,-3%,-2%,-0.6%,nt,3%
O=C(NCC1CC1)Nc1ccccc1F,-18%,-7,6%,-1,2%,7%,0.3%,3%,-6%
O=C(CSc1nnc(-c2cccc(S(=O)(=O)N3CCCCC3)c2)o1)NCCC1=CCCCC1,2%,-3,1%,3,-3%,-4%,2.0%,nt,1%
Cc1ccc(C2CC2c2n[nH]c(=S)n2-c2ccc(C)cc2)cc1 (centres undefined),-10%,-7,-12%,-1,-2%,1%,1.5%,1%,6%
O=C(COC(=O)c1nc(-c2ccccc2)n(-c2cccc(C(F)(F)F)c2)n1)NCc1cccs1,-6%,-4,-11%,1,-3%,0%,-0.6%,-21%,3%
Cc1ccc(-c2ccc(=O)n(CC(=O)Nc3ccc(C(C)C)cc3)n2)cc1,-19%,0,1%,2,-1%,1%,0.3%,9%,5%
Cc1cc(C)n(-c2ccc(C(=O)Nc3ccc4c(c3)OCO4)cc2)n1,-22%,-2,-8%,-2,6%,0%,0.6%,-6%,5%
CCOc1ccc2[nH]c(=O)c(CN(CCN3CCOCC3)Cc3nnnn3C(C)(C)CC)cc2c1,-3%,-2,25%[57.1 µM],6,-4%,0%,1.5%,-1%,4%
O=C(CCN1C(=O)/C(=C\c2cccs2)SC1=S)Nc1ccc(C(=O)O)cc1,-21%,-2,-4%,1,0%,1%,1.6%,3%,-14%
CC/C(=N\NC(=O)c1ccc(N2CCCC2=O)cc1)c1ccccc1,-2%,-1,-6%,-3,?,1%,2.7%,-1%,1%
Cc1cc(C)nc(Nc2nc3ccccc3o2)n1,-4%,2,7%[57.1 µM],2,1%,-3%,0.4%,-7%,1%
CC1CCCC(NC(=O)c2ccc(CNc3c(N4CCCC4)c(=O)c3=O)cc2)C1C (centres undefined),-7%,-2,-7%,-3,1%,-7%,-0.9%,4%,0%
Cc1ccc(/C=C2\SC(=O)N(CCC(=O)N3CCN(C)CC3)C2=O)cc1,-13%,0,-12%,2,4%,4%,-0.4%,0%,-7%
CCCCNC(=O)C1(C)CCCCN1C(=O)c1cccc(OC(F)(F)F)c1 (centres undefined),nt,-10,nt,-2,-3%,-2%,nt,nt,nt
OCC1(CCOc2ccccc2)CCN(Cc2ccncc2)CC1,-16%,-4,4%,3,-3%,-3%,1.6%,6%,-3%

Other structures follow.
Second line of a record – USP1-UAF1 inh, LDHA inh, TrxR1 substrate, PI4K2A inh, GRP78 ERSR act, Vif-A3G inh, RXFP1 ag, Vif-A3F inh, IDH1 R132H inh
- CCOC(=O)c1ccc(N2C(=O)CC(NC3CCN(C(=O)c4ccc(F)cc4)CC3)C2=O)cc1 (centres undefined)
→ -20%, -3, -7%[57.1 µM], -5, -4%, 2%, -0.5%, 0%, 7%
- Cc1ccccc1S(=O)(=O)NCc1cccnc1
→ -13%, -6, -8%, -8, -2%, -4%, -0.5%, 3%, 4%
- Cc1ccc(S(=O)(=O)N2CCC(C(=O)OCC(=O)N(C)C3CCS(=O)(=O)C3)CC2)cc1C (centres undefined)
→ -7%, -10, 7%, 1, -3%, -1%, -0.1%, 6%, -1%
- CCOc1ccc(CCNC(=O)c2cc3sc(Cl)cc3n2C)cc1OCC
→ -22%, -5, -8%[57.1 µM], 7, -5%, -5%, -0.3%, -1%, -6%
- COc1ccccc1NC(=O)Nc1nc(CC(=O)Nc2cc(F)ccc2F)cs1
→ -19%, 0, 5%, -3, -2%, -9%, -0.3%, -3%, 0%
- CCN1CCN(C(=O)C(C)Sc2nc3nc(C)cc(C)n3n2)CC1 (centres undefined)
→ ?, 4, 8%, 7, -2%, 3%, nt, -6%, -4%
- CCOc1ccc(OCCC(=O)N(CCC(C)C)c2c(N)n(Cc3ccccc3)c(=O)[nH]c2=O)cc1
→ 2%, -10, -1%, -12, 0%, -7%, 0.2%, ?, -7%
- Cc1ccc(NC(=O)C(=O)NCC2CCN(C(=O)c3cccc([N+](=O)[O-])c3)CC2)cc1
→ -4%, 1, -3%, 1, -2%, 1%, 4.0%, 14%, 2%
- COc1cc(OC)cc(C(=O)NC(=S)Nc2ccc3oc(=O)ccc3c2)c1
→ -16%, -1, -2%[57.1 µM], 7, -7%, -1%, 3.8%, 6%, 3%
- COc1ccccc1CCNC(=O)C1CCN(C(=O)/C=C/c2ccccc2)CC1
→ -20%, -5, 7%, 0, 3%, 0%, -1.6%, 4%, -3%
- CCN(CCCNC(=O)CCNC(=O)Cn1cnc2ccccc2c1=O)c1ccccc1
→ -16%, -1, 5%, 8, -3%, -2%, 1.7%, nt, 1%
- CCN(c1cc(C)cc(C)c1)S(=O)(=O)c1nnc(NC(=O)C(C)(C)C)s1
→ -23%, -4, 2%, -4, -2%, 0%, 0.6%, 9%, 0%
- COc1cccc(C(=O)Nc2ccccc2C(=O)N2CCCC2)c1
→ -6%, -3, -4%, 0, 1%, -3%, 1.6%, -12%, -1%
- O=C(COC(=O)c1ccc(Cl)nc1)Nc1ccc2ccccc2c1
→ ?, -5, -7%, 1, 0%, 0%, 1.1%, 3%, 5%
- O=C(C1=C(O)C(=O)N(CCN2CCOCC2)C1c1cccnc1)c1cc2ccccc2o1 (centres undefined)
→ 1%, 2, -1%, 3, -3%, 2%, 19%, -7%, 0%
- CC(=O)Cc1nsc(NC(=O)c2ccc(COc3cccc(C)c3)o2)n1
→ -12%, -3, -7%, -6, 0%, 2%, -3.1%, -5%, -6%
- CN(C(=O)c1ccc(NC(=O)Cc2ccc(NC(=O)C3CCN(S(=O)(=O)c4cccc([N+](=O)[O-])c4)CC3)cc2)cc1)C1CCCC1
→ -15%, -15, -2%, -3, -1%, 0%, nt, 5%, -15%
- CC12CCC(C(=O)Nc3cccnc3)(CC1=O)C2(C)C (centres undefined)
→ -12%, -2, 0%[11.4 µM], 3, -2%, 4%, 0.9%, 6%, 0%
- CCN(CC(=O)NC1CC1)S(=O)(=O)c1ccc(C)cc1
→ -8%, -1, 2%, -4, 0%, 0%, 1.4%, 2%, 0%
- COc1ccc(C2CCCN2C(=S)Nc2cccc(C)c2C)cc1OC (centres undefined)
→ -29%, -7, 5%, 0, -5%, 0%, 3.0%, -2%, 6%

Compound profiles, from the list above. Order of values: USP1-UAF1 inh, LDHA inh, TrxR1 substrate, PI4K2A inh, GRP78 ERSR act, Vif-A3G inh, RXFP1 ag, Vif-A3F inh, IDH1 R132H inh
`CC/C(=N\NC(=O)c1ccc(N2CCCC2=O)cc1)c1ccccc1` in the list: -2%, -1, -6%, -3, ?, 1%, 2.7%, -1%, 1%
`CC(=O)Cc1nsc(NC(=O)c2ccc(COc3cccc(C)c3)o2)n1` in the list: -12%, -3, -7%, -6, 0%, 2%, -3.1%, -5%, -6%
`O=C(COC(=O)c1ccc(Cl)nc1)Nc1ccc2ccccc2c1` in the list: ?, -5, -7%, 1, 0%, 0%, 1.1%, 3%, 5%
`CCOc1ccc(C(=O)NC(=S)Nc2cccc(S(=O)(=O)NC3=NCCC3)c2)cc1` in the list: -19%, -9, -4%[57.1 µM], 2, 0%, 9%, -0.4%, -19%, -12%

Next part.
Second line of a record – USP1-UAF1 inh, LDHA inh, TrxR1 substrate, PI4K2A inh, GRP78 ERSR act, Vif-A3G inh, RXFP1 ag, Vif-A3F inh, IDH1 R132H inh
- O=C1NCCCN1Cc1ccc(F)cc1
→ -11%, -5, 10%, 0, 0%, 0%, -1.4%, -8%, -6%
- CCCCc1nc(NCCN2CCOCC2)c(C#N)c2c1COC(C)(C)C2
→ -13%, 0, -1%, 4, -6%, 3%, 2.1%, -17%, -5%
- CCCc1ccc(OCc2ccc(C(=O)Nc3ccccc3C(=O)OC)o2)cc1
→ -18%, -4, 15%, -2, -1%, -1%, 4.9%, 4%, 17%
- O=C(NN=C1CCCCCC1)c1ccncc1
→ -16%, -3, 5%, -2, 12%, 3%, -2.1%, -2%, -6%

An excerpt (hit frequency here may not be typical).
